# Assay outcomes: PubChem BioAssay, National Center for Advancing Translational Sciences (NCATS)
# JMJD2A Tudor – qHTS Assay for Inhibitors of JMJD2A-Tudor Domain | hit rate 4.4% among 390,000 | AlphaScreen JMJD2A-Tudor / H3K4me3 peptide binding | AID 504339, 2011 | Potency, µM (top dose mostly 114 µM), inactives show at the top dose activity change, negative = inhibition, actives largely listed as inhibitors; further: potency means the concentration at half of the fitted maximal effect; on the % scale 0 is the no-effect control and ±100 the full control effect; nearly all actives have a fitted effect of over 50% in size
# BAZ2B inh – qHTS Assay for Inhibitors of BAZ2B; Bromodomain adjacent to zinc finger domain protein 2B (Homo sapiens), Q9UIF8; AlphaScreen BAZ2B-H3K14Ac peptide displacement; Potency, µM (highest dose often 114 µM), for the others: top-dose activity change, negative = inhibition, hits mostly inhibitors; hit rate 4.4% among 360,000; AID 504333, 2011; further: potency means the concentration at half of the fitted maximal effect; on the % scale 0 is the no-effect control and ±100 the full control effect; nearly all actives have a fitted effect of over 60% in size
#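 AlphaScreen luminescence quantifies BAZ2B engagement of H3K14Ac peptide; the protein and biotinylated peptide are both at 50 nM final, buffer PBS pH 7.4 with 0.01% Tween-20, all steps at room temperature.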
# PI4K2A block – qHTS for small molecular inhibitors of PI4K2A. Phosphatidylinositol 4-kinase type 2-alpha (Homo sapiens), Q9BTU6. purified PI4K2A, ADP-Glo luminescence, 1 h; hits give low values. activity change, negative = inhibition, % at 76.9 µM. hit rate 0.13% among 420,000; in the data active means activity change below about -50%; inconclusive means mostly about -30% to -49%;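 further: -100% = wells without enzyme as full effect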
# Target sequence (Q9BTU6 whole entry, looked up): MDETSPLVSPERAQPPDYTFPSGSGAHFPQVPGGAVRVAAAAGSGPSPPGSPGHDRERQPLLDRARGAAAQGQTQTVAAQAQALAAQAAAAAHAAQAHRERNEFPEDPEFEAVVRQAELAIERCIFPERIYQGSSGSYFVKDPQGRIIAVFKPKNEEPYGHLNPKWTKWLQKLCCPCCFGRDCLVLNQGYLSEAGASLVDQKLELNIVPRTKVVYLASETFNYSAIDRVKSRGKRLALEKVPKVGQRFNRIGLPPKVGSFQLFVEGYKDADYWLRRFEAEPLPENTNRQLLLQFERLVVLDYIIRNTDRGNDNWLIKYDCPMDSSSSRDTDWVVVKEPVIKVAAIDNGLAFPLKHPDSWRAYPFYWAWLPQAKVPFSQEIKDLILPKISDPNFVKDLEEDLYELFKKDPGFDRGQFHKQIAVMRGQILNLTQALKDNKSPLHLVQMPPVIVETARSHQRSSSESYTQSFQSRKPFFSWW
#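 ADP-Glo luminescence measured ADP generated by PI4K2A enzyme (4 ug/mL before mixing) with 1.2 mM PI substrate (pre-mix) and 300 microM ATP (pre-mix). Tris pH7.5 buffer with MgCl2, Triton X-100; 1 h reaction at ambient temperature.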
# ERG-DNA inh – qHTS for Small Molecule Inhibitors of the ERG Ets/DNA interaction | Potency, µM (highest dose often 76.9 µM), for the others: top-dose FP activity, negative = inhibition, most hits filed as inhibitors | hit rate 0.028% among 370,000 | fluorescence polarization, His-ERG Ets domain / labelled DNA | Transcriptional regulator ERG (Homo sapiens), P11308; active means well fitted inhibition curve with a large enough effect in the polarisation, with a control signal flat; inconclusive means small, poorly fitted or top-dose-only effect, or effect the other way, or a change in a side signal; inactive means no such curve, though single readings can be large or run the other way; the % refers to the polarisation;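 further: polarization taken with two DNA probes labelled with fluorescein and Texas red; potency means the concentration at half of the fitted maximal effect; % of control where 0% means no effect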
# Target sequence (P11308 whole entry, looked up, the tested form may be a part): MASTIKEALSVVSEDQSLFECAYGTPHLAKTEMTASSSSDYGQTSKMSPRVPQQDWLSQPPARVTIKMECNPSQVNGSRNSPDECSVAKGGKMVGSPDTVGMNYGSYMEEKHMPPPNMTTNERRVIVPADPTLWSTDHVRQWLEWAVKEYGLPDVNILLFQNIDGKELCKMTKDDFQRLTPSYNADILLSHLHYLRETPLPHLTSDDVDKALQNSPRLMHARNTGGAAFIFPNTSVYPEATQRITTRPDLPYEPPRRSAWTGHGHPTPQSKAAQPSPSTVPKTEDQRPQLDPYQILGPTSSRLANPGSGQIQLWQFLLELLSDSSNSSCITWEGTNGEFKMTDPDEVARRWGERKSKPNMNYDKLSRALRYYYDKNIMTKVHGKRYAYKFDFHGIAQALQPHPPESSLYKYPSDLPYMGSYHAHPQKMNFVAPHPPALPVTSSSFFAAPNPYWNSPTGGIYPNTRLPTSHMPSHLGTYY
#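 His-tagged ERG Ets domain (1 uM in the protein solution; 300mM KCl, 50mM Tris-HCl, 1mM EDTA, 1mM DTT, pH 7.5) received compound, then a probe mix of 5 nM fluorescein-DNA and 100nM Texas-615-DNA. Fluorescence polarization was read for both dyes.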
# RGS4 inh – Inhibitors of Regulator of G Protein Signaling (RGS) 4: qHTS; Regulator of G-protein signaling 4 (Homo sapiens), P49798; Transcreener GDP fluorescence polarization, RGS4-accelerated GTP hydrolysis; Potency, µM (highest dose often 114 µM), for the others: at the highest dose activity change, negative = inhibition, most hits filed as inhibitors; hit rate 0.039% among 390,000; further: potency means the concentration at half of the fitted maximal effect; on the % scale 0 is the no-effect control and ±100 the full control effect; nearly all actives have a fitted effect of over 75% in size; some results filed as inactive show a strong effect at the top dose
#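 MLSMR compounds (23 nl, pin-transferred) preincubated 10 min at room temperature with a 500nM (2x) first reagent, then RGS4 at 900nM (2x) plus Transcreener GDP mix added; fluorescence polarization (620/688 nm) read before and after 90 min at 30 °C.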
# HP1b chromo inh – HTS for Inhibitors of HP1-beta Chromodomain Interactions with Methylated Histone Tails; Chromobox protein homolog 1 (Homo sapiens), P83916; AlphaScreen HP1-beta / biotin-H3K9me3 peptide binding; Potency, µM (top dose mostly 114 µM), inactives show at the highest dose activity change, negative = inhibition, most hits filed as inhibitors; hit rate 0.56% among 390,000; AID 540317, 2011; further: potency means the concentration at half of the fitted maximal effect; nearly all actives have a fitted effect of over 70% in size; inactives centre near 23
#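 AlphaScreen: HP1-beta (50 nM) preformed 30 min with biotin-H3(1-18)K9me3 peptide (50 nM) in PBS pH 7.4, 0.01% Tween-20. Compound added for 30 min at RT, then streptavidin donor/nickel chelate acceptor beads (10 ug/mL) for 30 min.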
# G9a block – qHTS Assay for Inhibitors of Histone Lysine Methyltransferase G9a | Histone-lysine N-methyltransferase EHMT2 (Homo sapiens), Q96KQ7 | G9a H3K9 monomethylation, AlphaScreen, 2 h | Potency, µM (highest dose often 102 µM), for the others: at the top dose activity, negative = inhibition, hits mostly inhibitors | hit rate 8.8% among 350,000; further: potency means the concentration at half of the fitted maximal effect; on the % scale 0 is the no-effect control and ±100 the full control effect; nearly all actives have a fitted effect of over 75% in size
#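 Signal arises when biotinylated H3K9 peptide, once monomethylated, bridges streptavidin donor and antibody-captured acceptor beads. Enzyme at 20 nM was preincubated 15 min with test compounds; peptide 500 nM and SAM 20 uM then reacted for 2 h.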
# 12-LOX inh – Primary qHTS assay for inhibitors of human arachidonate 12S-lipoxygenase (ALOX12): Round 2 | Polyunsaturated fatty acid lipoxygenase ALOX12 (Homo sapiens), P18054 | purified 12hLO, xylenol orange hydroperoxide absorbance | Potency, µM (highest dose often 108 µM), for inactives: top-dose activity change, negative = inhibition, most hits filed as inhibitors | hit rate 1.1% among 580,000 | AID 1671190, 2021; further: potency means the concentration at half of the fitted maximal effect; on the % scale 0 is the no-effect control and ±100 the full control effect
#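 Purified human 12hLO at 150 nM in 25 mM Hepes, 0.01% Triton X-100, pH 7.0, preincubated 15 min at room temperature with compound. Reaction started with 40 uM arachidonic acid, 30 min at room temperature. Hydroperoxide measured by Fe-xylenol orange, 573/405 nm absorbance ratio.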
# GLS inh – qHTS for Inhibitors of Glutaminase (GLS); Glutaminase kidney isoform, mitochondrial (Homo sapiens), O94925; GLS enzymatic activity, qHTS titration; Potency, µM (highest dose often 45.5 µM), for the others: at the highest dose activity change, negative = inhibition, hits mostly inhibitors; hit rate 0.21% among 410,000; AID 624170, 2012; further: potency means the concentration at half of the fitted maximal effect; on the % scale 0 is the no-effect control and ±100 the full control effect
#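 Glutamate formation by hKGA was monitored fluorometrically using coupled glutamate oxidase, HRP and Amplex Red. Substrate was added as 1 mM L-glutamine solution; incubation was 30 min at RT after an initial read.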
# Numbers without * were called inactive; ? = inconclusive; nt = no result given; & = joins results of further samples; [ ] = dose if it differs, or a comment. Unless noted, the call rests on the fitted dose curve; in most records, active means well fitted curve in the direction sought with a large enough effect; inconclusive means small, poorly fitted or top-dose-only effect, or another doubt; inactive means no such curve, though single readings can be large; an effect the other way counts as inactive or inconclusive. An excerpt; rates above refer to the full screens.
SMILES,JMJD2A Tudor,BAZ2B inh,PI4K2A block,ERG-DNA inh,RGS4 inh,HP1b chromo inh,G9a block,12-LOX inh,GLS inh
CC1(C(=O)N(CC(=O)NC2CCCC2)Cc2ccccc2)CC(=O)N=C2C=CC=CN21 (stereo unspecified),2.8%,0.2%,1.1,2.1%,-13.0%,15.6%,3.2%,10.5%,-13.7%
CC(C)CN(CC(C)C)C(=O)C1CCCN(S(=O)(=O)c2ccc3c(c2)oc(=O)n3C)C1 (stereo unspecified),-1.3%,0.3%,5.8,3.2%,9.5%,58.8%[activator],8.1%[59 µM],-21.3%,-6.8%
CCn1c(CN2CCN(c3cccc(Cl)c3)CC2)nc2c1c(=O)[nH]c(=O)n2C,-31.5%,-22.1%,-3.5,2.4%,14.5%,16.9%,-25.5%[59 µM],-29.2%,1.1%
CCOC(=O)C1CCN(S(=O)(=O)c2ccccc2)CC1,-0.4%,1.3%,-0.4,-2.6%,5.5%,20.8%,18.3%,0.1%,-1.5%
COc1cc(-c2cc(N3C(=O)Nc4ccccc4N3O)n[nH]2)cc(OC)c1OC,-12.8%,3.3%,1.8,4.2%,17.0%,21.2%,-2.2%[59 µM],-37.7%&0.3%,12.5%
CSc1ccc(CNC(=O)c2cc3cc(S(=O)(=O)N4CCCCC4)ccc3n2C)cc1,-8.1%,-1.4%,-1.1,0.9%,0.8%,19.5%[57 µM],-31.9%[59 µM],?,2.6%
Cc1cccc(NC(=O)CSc2nnc(-c3ccc(S(=O)(=O)N4CCOCC4)cc3)n2C)c1,-20.9%,11.9%,3.2,8.4%,13.4%,38.7%,-7.2%,0.0%,12.8%
O=S(=O)(NCC1CCCO1)c1ccc(Cl)cc1 (stereo unspecified),-13.3%,?,-2.9,2.5%,-2.2%,30.9%[activator],nt,94.4%[activator],-1.0%
Cc1cccc(C(=O)N2CCc3cc(CNS(=O)(=O)c4ccc(Cl)s4)ccc32)c1,0.0%,4.4%,-5.8,-0.3%,-31.0%,29.6%[57 µM],5.2%[59 µM],?,0.1%
CCN(Cc1cc2cc(C)ccc2[nH]c1=O)C(=O)c1cccc([N+](=O)[O-])c1,-2.8%,-10.8%,3.7,10.7%,30.8%,30.8%,-37.8%,-7.2%,-1.0%
Cc1cc(C(=O)Nc2cccc3c2O[C@@H](CN(C)S(C)(=O)=O)[C@H](C)CN([C@@H](C)CO)C3=O)n(C)n1,-8.6%,nt,-3.1,-6.4%,16.9%,33.3%,nt,1.2%,-6.1%
O=C(Nc1nnc(-c2ccc(F)cc2)o1)c1ccc(S(=O)(=O)N2CCOCC2)cc1,-4.1%,-3.3%,3.6,-11.0%,9.9%,63.8%[activator],7.4%,nt,-13.5%
COc1ccc(OCCCC(=O)Nc2nnc(C3CCCO3)s2)cc1 (stereo unspecified),-10.1%,-35.8%,0.6,-0.5%,-7.6%,18.0%,-39.2%[12.7 µM],0.0%,9.2%
NS(=O)(=O)c1ccc(NC(=S)NCc2ccccc2Cl)cc1,-30.1%,-21.5%,5.8,1.1%,-13.8%,-2.6%,?,-18.1%,13.9%
COc1ccc(NS(=O)(=O)c2cc3c4c(c2)C(C)C(=O)N4CCC3)cc1 (stereo unspecified),-5.5%,-11.1%,-1.8,1.0%,20.6%,32.2%,16.0%,-8.6%,9.6%
CCc1ccc2[nH]c3nc(N/N=C/c4cccc(O)c4)nnc3c2c1,-4.1%,-1.6%,-7.0,5.3%,-17.1%,41.3%[activator],-19.2%,-6.6%,0.6%
CC(C)CNC(=S)N1CCC(C(=O)c2ccc(F)cc2)CC1,4.9%,6.1%,-15.2,-5.2%,-14.9%,58.1%[activator],nt,0.0%,-4.6%
CN(C)Cc1c(O)ccc2c(=O)c(-c3ccc(Cl)cc3)coc12,?,-3.0%,-0.2,-0.9%,1.1%,23.4%,nt,?,9.8%
CCOC(=O)N1CCN(C(=O)CCSc2ccc(Cl)cc2)CC1,-12.5%,2.4%,6.4,-2.2%,1.9%,17.5%,2.8%[59 µM],-1.5%,3.8%
CCOC(=O)/C(C(=O)Nc1ccccc1Cl)=C1/NC(C)(C)Cc2ccccc21,-18.4%,-34.2%,9.8,-2.1%,-8.7%,-0.8%,?,7.3%,-4.2%
CCNc1nc(NCC)n2c(SCC(=O)c3ccccc3Cl)nnc2n1,-11.7%,-17.0%,1.9,-3.2%,-19.1%,41.5%,?,1.6%,18.8%
N#Cc1cccc(Cn2cc(C(F)(F)F)ccc2=O)c1,2.2%,12.5%,0.7,3.1%,-18.7%,21.5%,nt,146.6%[activator],0.8%
O=C(c1ccncc1)N1CCCC(N2CCN(c3cccc(C(F)(F)F)c3)CC2)C1 (stereo unspecified),-13.5%,-24.2%,-3.6,11.5%,1.6%,25.4%,?,0.8%,8.5%
O=C(CCSCCc1ccccn1)Nc1ccc(Cl)cc1,-0.3%,0.0%,-3.0,-3.8%,-3.1%,38.6%,5.0%[59 µM],6.7%,0.4%
O=C(CN1CCN(S(=O)(=O)c2ccc(Cl)c(Cl)c2)CC1)N1CCCCC1,-20.8%,-4.4%,0.9,-1.8%,-2.8%,31.1%,6.7%[2.33 µM],7.1%,-2.2%
CC(=O)c1ccc(NC(=S)NC(C)c2ccc(Cl)cc2Cl)cc1 (stereo unspecified),-27.1%,?,3.1,4.4%,-14.9%,10.4%,5.6%,?,5.8%
Cc1nc(C(=O)N2CCC(n3nccc3NC(=O)Nc3ccccc3Cl)CC2)cs1,-6.2%,-11.6%,4.8,-4.1%,-17.0%,18.9%,14.7%[59 µM],7.7%,1.6%
Cn1ccc2c(OCC(=O)Nc3ccc([N+](=O)[O-])cc3)cccc2c1=O,-7.5%,-23.6%,2.1,-1.4%,-23.1%,34.7%,9.3%[59 µM],-21.6%,1.4%
Cc1ccc(-n2nc3c(c2NC(=O)c2ccccc2)CS(=O)(=O)C3)cc1C,-1.5%,-4.5%,6.4,-16.3%,-31.1%,19.5%,21.3%,0.0%,-12.1%
CCOC(=O)C1CCN(CC(=O)Nc2ccc(OC)c(S(=O)(=O)N3CCCCC3)c2)CC1,0.7%,nt,0.5,-4.5%,-39.9%,21.4%,nt,20.5%,2.1%
CC1=CCC2C(=O)N(c3ccc(C(=O)N4CCCCCC4)cc3)C(=O)C2C1 (stereo unspecified),?,-0.6%,-3.1,-2.0%,21.7%[11.4 µM],-0.5%,7.1%,134.0%[activator],22.5%
CCN(CC(=O)Nc1c(F)cccc1F)C(=O)CN1c2cccc3cccc(c23)S1(=O)=O,1.4%,4.1%,-1.8,10.1%,-4.6%,24.0%,5.2%[0.501 µM],-0.7%,1.9%
CCCCCCCCCCCCCCCCCCOC[C@H](COP(=O)([O-])OCC[N+](C)(C)C)OC,nt,nt,0.4,nt,?,nt,4.9%[12.7 µM],-1.7%[12.5 µM],5.7%
CSc1ccc(CN2C(=O)NC3(CCCCCCC3)C2=O)cc1,-23.2%,-21.5%,-3.0,-3.5%,-10.2%[56.9 µM],45.6%[activator],-28.6%,-51.6%,2.3%
COc1cc(NC(=S)NC(C)=O)ccc1NC(=O)C(C)C,-8.5%,-5.0%,2.7,-1.9%,23.4%,5.6%,?,14.0%,15.3%
CS(=O)(=O)N(CC(=O)Nc1ccc2c(c1)OCO2)c1ccc2c(c1)OCO2,-21.9%,-2.8%,0.6,12.9%,-0.7%,11.7%,-2.3%[12.7 µM],3.5%,5.3%
O=C(NNC(=O)C1[C@H]2CCCC[C@@H]12)NC1CCCCC1 (stereo partly specified),-11.1%,-27.0%,1.7,-3.4%,3.9%,16.1%,6.1%[59 µM],3.8%,4.9%
O=C(O)c1ccc(N2C(=O)CSC2=S)cc1,8.4%,nt,-2.3,134.7%[activator],-43.3%,34.2%,nt,-3.7%,6.4%
Cc1c(Br)c([N+](=O)[O-])nn1CC(=O)c1ccccc1,4.6%,1.2%,7.7,7.3%,-3.9%,34.1%,?,0.0%,1.6%
